Source: PubChem
TSHR antag = antagonists of human thyroid stimulating hormone receptor. TSHR-expressing cells, TSH-stimulated cAMP HTRF, 2 h; stronger effect = lower value. activity change, negative = inhibition, % at 11.5 µM. 330,000 compounds, 0.2% hits. AID 504810;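 active = activity change below a set negative limit, meaning inhibition stronger than a set level, cut at about -70% in these data; inconclusive = activity change between two set negative limits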; note: % is set by controls: 0 for no effect and ±100 for the full control effect
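Inhibition of cAMP made by TSHR-expressing cells under TSH stimulation (4nM final, EC80; 2 h, 37 deg C) is quantified with a one-step lysis HTRF kit, anti-cAMP cryptate versus cAMP-d2.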
ELG1 repair inh = ELG1-dependent DNA repair inhibition; HEK293T ELG1-luciferase reporter, luminescence, 16 h; DNA damage induced by 5-fluorouridine; Potency, µM (series often up to 46.1 µM), for inactives: at the top dose activity change, negative = inhibition, hits mostly inhibitors; 330,000 compounds, 2.3% hits; note: potency is the fitted concentration of half-maximal effect; % is set by controls: 0 for no effect and ±100 for the full control effect; nearly all actives have a fitted effect of over 55% in size
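Luminescence from the luciferase reporter, measured 30 min after ONE-Glo reagent at room temperature, was the read-out. Beforehand, 2,000 cells per well were exposed for 16 hr at 37 °C to 5-fluorouridine together with compound or vehicle.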
PTAP TSG101 blk = blocks PTAP/TSG101 interaction to inhibit HIV-1 budding; Q99816; Fluorescence polarization, FITC-PTAP peptide / Tsg101 binding; Potency, µM (series often up to 115 µM), without a hit: at the top dose activity change, negative = inhibition, hits mostly inhibitors; 340,000 tested, under 10 active; AID 493005; active = well fitted inhibition curve with a large enough effect in the main read-out, with a control signal flat, not every such curve was filed as active; inconclusive = small, poorly fitted or top-dose-only effect, or effect the other way, or a change in a side signal; inactive = no such curve, though single readings can be large or run the other way; note: potency is the fitted concentration of half-maximal effect; % of control where 0% means no effect
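Tsg101 binding domain (10 uM final) was mixed with compound and a FITC-labeled PTAP peptide (50 nM final) in HEPES pH 7.5 buffer with NaCl, Tween 20, EDTA and TCEP; fluorescence polarization was read after 20 min at r.t.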
Integrin act MD = activators of alpha7 integrin expression for muscular dystrophy. 350,000 compounds, 0.064% hits. Potency, µM (series often up to 38.3 µM), without a hit: at the top dose activation, usual class: activators. alpha7betagal myoblasts, beta-gal FDG fluorescence, 48 h;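 note: potency is the fitted concentration of half-maximal effect; 100% = response of the positive control SU9516; nearly all actives have a fitted effect of over 60% in size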
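alpha7betagal+/- myoblasts (passage 13, 250/well) treated 48 h at 37C with compounds at 1:260 dilution of DMSO stock. Lysed, then beta-galactosidase activity read as FDG fluorescence (ex 480/em 540) after 30 min, with pre-read for autofluorescence.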
TCR activator = T cell receptor activation; 330,000 tested, under 10 active; Potency, µM (top dose mostly 9.22 µM), for inactives: at the top dose activation of IL-2 secretion, hits mostly activators; primary human leukocytes, anti-CD3, IL-2 HTRF, 48 h; note: % of control where 0% means no effect
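TCR engagement came from a-CD3 beads alone, with compounds added to primary human leukocytes for 48 hr. Secreted IL-2 bridged europium cryptate- and d2-labelled anti-IL-2 antibodies, giving FRET emission at 665nm after 320nm excitation.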
AT treatment = potential ataxia-telangiectasia treatment | 320,000 compounds, 0.19% hits | AID 485349 | Potency, µM (doses to about 57.5 µM), for the others: at the highest dose activation, usual class: activators | […] A-T fibroblasts, KAP-1 phosphorylation AlphaLISA; neocarzinostatin DNA damage 30 min before lysis; note: potency is the fitted concentration of half-maximal effect; % of control where 0% means no effect; nearly all actives have a fitted effect of over 45% in size
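hTERT-immortalized A-T patient fibroblasts ([…]), 500 cells/well in OPTI-MEM, 1% FBS, got compounds for 60 min, then NCS for 30 min at 37C. Lysates were then assayed for phospho-KAP-1 by AlphaLISA (anti-pKAP1 donor, anti-KAP1 acceptor beads), 6 hr at 25C.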
Tb PFK block = inhibitors of T. brucei phosphofructokinase; T. brucei PFK, ADP-Glo luminescence; Potency, µM (titrated, usually from 57.5 µM), inactives show at the highest dose activity, negative = inhibition, hits mostly inhibitors; AID 485367; 330,000 compounds, 0.17% hits;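 note: potency is the fitted concentration of half-maximal effect; 0% = uninhibited 1x PFK enzyme wells and -100% = no-enzyme wells; nearly all actives have a fitted effect of over 60% in size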
Target sequence (O15648 whole entry, looked up): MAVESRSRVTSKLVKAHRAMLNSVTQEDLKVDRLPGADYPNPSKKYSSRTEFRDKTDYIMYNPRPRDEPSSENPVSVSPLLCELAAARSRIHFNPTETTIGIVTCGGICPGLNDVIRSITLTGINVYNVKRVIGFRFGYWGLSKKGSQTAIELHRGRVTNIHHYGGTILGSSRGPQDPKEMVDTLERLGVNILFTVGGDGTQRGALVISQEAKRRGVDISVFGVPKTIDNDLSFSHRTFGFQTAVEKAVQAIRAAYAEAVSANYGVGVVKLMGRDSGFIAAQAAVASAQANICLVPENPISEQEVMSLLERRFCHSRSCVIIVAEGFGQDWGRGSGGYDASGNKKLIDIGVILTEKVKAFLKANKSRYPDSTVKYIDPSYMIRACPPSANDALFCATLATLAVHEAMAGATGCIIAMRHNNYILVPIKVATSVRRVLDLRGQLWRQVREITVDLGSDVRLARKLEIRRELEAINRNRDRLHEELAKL
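1.25 nM PFK with 0.5 mM F6P and 0.1 mM ATP in 0.1 M TEA pH 8.0, 5 mM MgCl2, incubated 45 min at room temperature; ADP measured by ADP-Glo luminescence; compounds titrated up to 57 uM.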
Chronic BCR inh = chronic active BCR signaling inhibition; 340,000 compounds, 0.05% hits; ABC-DLBCL IkBa-CBG/CBR reporter, luminescence ratio, 4 h; Potency, µM (titrated, usually from 46.1 µM), without a hit: at the top dose ratio change, negative = lower green/red ratio, hits mostly inhibitors; active = well fitted inhibition curve with a large enough effect in the signal ratio, with a control signal flat, not every such curve was filed as active; inconclusive = small, poorly fitted or top-dose-only effect, or effect the other way, or a change in a side signal; the % refers to the signal ratio;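 note: potency is the fitted concentration of half-maximal effect; plate controls were basal doxycycline-induced cells for no effect and cells given 10 µM MG132 for full effect; MG132 reads +100%, hits lower the ratio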
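Cell line TMD8 (human ABC DLBCL), stably expressing tet-inducible CBG68-IkBa fusion and CBR; IMDM/0.5% FBS; cpd up to 46 uM; dox induction, 4 h, 37C/5% CO2; dual luminescence; green/red ratio; MG132 control.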
Eya2 inh = blocks the phosphatase activity of human Eya2 | AID 488837 | O00167 | Potency, µM (top dose mostly 76.9 µM), inactives show top-dose activity, negative = inhibition, hits mostly inhibitors | 330,000 compounds, 0.006% hits | recombinant Eya2, OMFP fluorescence dephosphorylation (OMFP is methylfluorescein phosphate); note: potency is the fitted concentration of half-maximal effect; % is set by controls: 0 for no effect and ±100 for the full control effect
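Eya2 (0.2 uM) preincubated 10 min at ambient with compound, then OMFP substrate added at 50 uM; 10 min reaction in 50 mM HEPES pH 7.5, 50 mM NaCl, 5 uM MgCl2, 0.05% BSA, 1 mM DTT. Fluorescence read at Ex 485/Em 525 nm.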
Mito fusion act = inhibitors of mitochondrial division or activators of mitochondrial fusion; Potency, µM (titrated, usually from 46.1 µM), for inactives: at the highest dose growth rescue (activation), most hits filed as activators; 320,000 compounds, 0.23% hits; S. cerevisiae fusion-defective mutant growth rescue, CellTiterGlo 48 h;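 note: potency is the fitted concentration of half-maximal effect; % of control where 0% means no effect; nearly all actives have a fitted effect of over 45% in size; temperature-sensitive fusion mutants such as fzo1-1 at 37 °C on non-fermentable ethanol glycerol medium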
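Yeast fusion mutant, YPEG (non-fermentable carbon), compound, 48 h at 37C non-permissive; CellTiterGlo added, 10 min RT, luminescence read. Rescued growth = division inhibition.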
S-ASM inh = inhibitors of human secretory acid sphingomyelinase | placental ASM, HMU-PC fluorogenic substrate, 60 min | P17405 | AID 504937 | 340,000 compounds, 0.006% hits | Potency, µM (highest dose often 57.5 µM), without a hit: top-dose activity change, negative = inhibition, usual class: inhibitors; note: potency is the fitted concentration of half-maximal effect
Target sequence (P17405 47-631 limits assumed): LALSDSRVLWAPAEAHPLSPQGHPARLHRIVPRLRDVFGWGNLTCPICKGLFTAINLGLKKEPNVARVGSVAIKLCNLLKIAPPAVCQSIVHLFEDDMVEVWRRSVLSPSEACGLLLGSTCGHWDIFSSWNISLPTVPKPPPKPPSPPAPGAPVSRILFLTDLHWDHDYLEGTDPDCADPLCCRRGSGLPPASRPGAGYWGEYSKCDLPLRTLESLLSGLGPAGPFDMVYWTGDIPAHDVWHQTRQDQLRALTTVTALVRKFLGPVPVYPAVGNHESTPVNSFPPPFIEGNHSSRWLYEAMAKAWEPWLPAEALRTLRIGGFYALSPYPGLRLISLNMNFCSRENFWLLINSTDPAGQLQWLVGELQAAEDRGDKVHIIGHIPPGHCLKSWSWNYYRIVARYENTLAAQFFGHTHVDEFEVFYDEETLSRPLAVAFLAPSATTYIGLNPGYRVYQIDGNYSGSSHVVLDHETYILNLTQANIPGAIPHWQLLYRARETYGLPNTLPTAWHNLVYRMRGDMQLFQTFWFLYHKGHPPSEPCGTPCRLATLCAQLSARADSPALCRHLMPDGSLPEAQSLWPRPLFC
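Human placenta-derived ASM preincubated with compound 10 min at room temperature, then reacted with 9 uM (final) fluorogenic HMU-PC substrate for 60 min at 37 C. Stop solution raises pH to 10; fluorescence read at Ex 386/Em 447 nm.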
Numbers without * were called inactive; u = inconclusive; x = not tested or not shown; [ ] = dose if it differs, or a comment. Unless noted, calls come from the whole dose curve; as a rule, active = well fitted curve in the direction sought with a large enough effect; inconclusive = small, poorly fitted or top-dose-only effect, or another doubt; inactive = no such curve, though single readings can be large; an effect the other way counts as inactive or inconclusive.

| structure | TCR activator | PTAP TSG101 blk | Eya2 inh | Chronic BCR inh | Integrin act MD | Tb PFK block | TSHR antag | ELG1 repair inh | Mito fusion act | S-ASM inh | AT treatment |
| --- | --- | --- | --- | --- | --- | --- | --- | --- | --- | --- | --- |
| COc1ccccc1Nc1nc(-c2cccc(N3C(=O)c4ccccc4C3=O)c2)cs1 | -3%[46.1 µM] | -1% | -39% | -16% | 29% | 0% | -1 | 6% | -1% | 2% | -2% |
| CCS(=O)(=O)n1nc(-c2ccc(Cl)cc2)nc1SC | -7% | -2% | -7% | 10% | 9% | 0% | 15 | u | -6% | -5% | 9% |
| CSc1ccc(CN(C)C(=O)c2cccc(S(=O)(=O)N3CCN(Cc4ccccc4)CC3)c2)cc1 | -1% | 0% | -7% | 6% | -23% | 0% | -13 | u | 20% | -1% | -1% |
| CCOc1cc(/C=N/O)ccc1OCc1ccc(F)cc1 | 8%[46.1 µM] | -1% | 0% | u | u | 11% | 3 | 26% | 27% | 0% | 5% |
| O=C(CCCN=C1NS(=O)(=O)c2ccccc21)OCc1ccccc1 | -1% | 0% | 15% | -9% | -6% | -6% | -8 | 9% | -2% | -1% | 2% |
| CCOc1ccc(NC(=S)N(CC)Cc2ccccc2)cc1 | x | x | -1% | u | x | -3% | -4 | -25% | -2% | x | 0% |
| O=C1CCCC2=C1C1O[C@](CCCCN3C(=O)c4ccccc4C3=O)(Cc3ccccc31)O2 | x | x | -1%[15.4 µM] | -6%[9.22 µM] | x | -4%[11.5 µM] | x | x | 0%[9.22 µM] | x | -2%[11.5 µM] |
| Cc1ccc(SCC(=O)NCc2ccco2)cc1 | -3%[46.1 µM] | -2% | -16% | -10% | -22% | 1% | -4 | 1% | -5% | 0% | -1% |
| N#Cc1c(-c2ccco2)c2c([nH]c1=S)CCCC2 | -20% | 0% | -13% | 17% | 11% | u | 12 | -6% | 1% | -1% | -11% |
| OCC1(CCc2ccccc2)CCN(Cc2cnc(N3CCCC3)s2)CC1 | -1% | -1% | 3% | -18% | 0% | 1% | 24 | 8% | -1% | 6% | 1% |
| O=C(OCc1nnc(-c2ccccc2)o1)c1cc(=O)[nH]c2ccccc12 | 6% | -1% | 6% | -3% | 20% | 3% | -2 | 14% | -4% | 11% | 15% |
| CSC1=N/C(=C\c2ccc(Br)o2)C(=O)S1 | 0% | -3% | 12% | u | 10% | 0% | -6 | 3% | 0% | -8% | 5% |
| CSC1CCCCC1(O)CSc1nc2ccccc2o1 (stereo not drawn) | x | 4% | 3% | 0% | -12% | 15% | -14 | 25% | 8% | -1% | 5% |
| O=C(CSc1nc(-c2ccco2)cc(C(F)(F)F)n1)N1CCN(c2ccc(Cl)cc2)CC1 | -4%[46.1 µM] | -1% | -7% | -4% | -32% | 0% | 6 | u | 17% | -16% | 6% |
| CCN(CC)c1ccc(NC(=O)c2ccccc2F)cc1 | -2% | -5% | -7% | u | -25% | -4% | -15 | u | 11% | -2% | -4% |
| Cc1cccc(OCC(=O)Nc2ccc3oc(=O)ccc3c2)c1C | 0% | -7% | 3% | 1% | -17% | 9% | 7 | -5% | -4% | 3% | -1% |
| CCOCCCNC(=O)c1cc(=O)n(Cc2cccc(C)c2)c2ccccc12 | -1% | -1% | -13% | -11% | -35% | -18% | 12 | 16µM* | 3% | -2% | 0% |
| COc1ccc(-n2nnnc2SCC(=O)Nc2cccc(NC(C)=O)c2)cc1OC | -3% | -9% | -3% | u | -22% | 0% | -8 | -20% | 7% | -2% | 7% |
| O=C(NCc1ccco1)c1cccc(-c2nnc(-c3ccccc3)o2)c1 | -6% | -3% | 2% | u | -1% | u | 12 | u | 16% | -2% | 3% |
| NS(=O)(=O)c1ccc(NC(=O)COC(=O)/C=C/c2ccc([N+](=O)[O-])cc2)cc1 | 3% | -6% | -4% | -1% | 6% | 3% | 7 | 9% | 9% | 1% | -2% |
| O=C1CC(=O)C(n2cncn2)C(c2ccc(Cl)cc2)C1 (stereo not drawn) | -1% | -1% | 22% | 12% | 3% | -5% | -3 | 15% | -8% | 1% | -4% |
| Cc1ccc(CNC(=O)c2nc3nc(C)cc(C)n3n2)cc1 | -4% | -2% | -2% | -2% | 6% | -6% | -5 | -4% | 1% | 0% | 0% |
| O=C(NNC(=O)c1cc(-c2ccncc2)nc2ccccc12)Nc1ccc(F)cc1 | -7% | 1% | 6% | -1% | 0% | -1% | 2 | -12% | 2% | -2% | 1% |
| CCOC(=O)c1ccc2[nH]c3c(c2c1)CCCC3O (stereo not drawn) | 2% | 0% | -5% | 0% | 1% | 0% | -10 | u | 2% | -2% | 3% |
| CCn1c(CNc2ccc(OC)cc2)nnc1SCC(=O)c1ccc(OC)cc1 | -2% | -7% | -27% | u | -17% | -2% | 9 | u | 6% | 2% | x |
| CCC(=O)Nc1nc2ccccc2n1Cc1ccccc1Cl | 10% | 1% | -19% | -16% | -53%[inhibitor] | 0% | 13 | u | 18% | 4% | -6% |
| CC1CCC(=NNC(=O)Cc2ccccc2)CC1 (stereo not drawn) | -4% | -5% | -4% | 0% | 5% | -1% | 4 | 1% | -3% | 0% | -1% |
| C[C@H](CO)N1C[C@H](C)[C@@H](CN(C)C(=O)Nc2ccc(C(F)(F)F)cc2)Oc2ccc(NC(=O)Cn3cnnn3)cc2C1=O | -2% | -3% | -5% | 2% | 2% | -16% | 4 | u | x | -8% | -6% |
| CC1=CC(C)(C)N(C(=O)c2ccccc2)c2ccccc21 | 2% | -5% | -1%[15.4 µM] | u | 10% | 0% | 3 | -13% | 2% | -5% | 1% |
| O=C(Nc1ccc2c(c1)OC1(CCCC1)O2)C1CC1 | -11% | -8% | -11% | u | 12% | -4% | -5 | u | 22% | -3% | 2% |
| COCCn1nnnc1C(c1cc2cc(C)cc(C)c2[nH]c1=O)N1CCN(c2ccccc2F)CC1 (stereo not drawn) | 1% | -4% | -39% | -1% | -1% | -14% | 0 | -22% | -4% | -3% | -8% |
| CCOC(=O)CCc1c(C)nc(SCCCn2c(=O)[nH]c3ccccc32)c(C#N)c1C | 2% | -1% | -2% | -1% | -18% | -23% | -19 | u | -4% | -5% | 4% |
| Cn1nc(C(=O)Nc2nc(-c3ccccn3)cs2)c2ccccc2c1=O | 4% | -3% | 14% | u | -10% | 0% | -15 | u | 14% | -4% | 5% |
| O=C(COC(=O)C12CC3CC(CC(C3)C1)C2)Nc1ccc(OC(F)F)cc1 | 1% | -6% | -30% | -14% | -25% | -2% | -2 | u | 12% | -11% | 3% |
| Brc1ccc(C2=CSC3=NCCN23)cc1 | 3% | -2% | -16% | -10% | -4% | 1% | -4 | 5% | -1% | 1% | -18% |
| CC1CCN(c2nc(-c3ccco3)c3c(c2C#N)CC(C)(C)OC3)CC1 | 0% | -7% | -16% | u | 8% | 8% | 2 | -11% | 1% | 302%[activator] | u |
| Cc1ccc(NC(=O)CN(C)C(=O)c2ccc(COc3ccccc3)cc2)cc1 | 0% | -6% | -28% | -17% | -26% | 0% | 6 | 13% | 17% | -3% | -3% |
| Cc1ccc(C)c(NC(=O)CN(C)C(=O)CC2OC(=O)c3ccccc32)c1 (stereo not drawn) | -4% | -18% | 9% | 6% | 29% | -1% | 7 | -2% | x | 8% | -20% |
| O=C(Nc1nc2ccc(SC(F)F)cc2s1)c1ccc(NS(=O)(=O)c2ccc(F)c(F)c2)cc1 | 3%[46.1 µM] | -1% | -3% | u | -8% | -2% | -20 | -23% | 4% | x | -6% |
| CC(C)(C)c1cc2nc(N)nc(N)n2n1 | -5% | -1% | -15% | u | 11% | 3% | -1 | 22% | 5% | -3% | -3% |
| CCOC(=O)c1csc(NC(=O)CSc2nnnn2CC)n1 | -10% | 1% | 2% | 4% | -21% | -2% | 5 | 15% | 2% | 4% | 1% |
| O=C(O)c1ccc(N/N=C/c2ccc(-c3ccccc3)cc2)cc1 | -8% | -1% | 9% | u | 2% | -9% | -33 | u | -26% | 70%[activator] | 3% |
